Source: PubChem (Sanford-Burnham Center for Chemical Genomics)
SENP6 inh: SENP6 protease inhibitors, primary screen, biochemical, luminescence, uHTS; Sentrin-specific protease 6 (Homo sapiens), Q9GZR1; Recombinant SENP6 catalytic domain, aminoluciferin luminescence; inhibition, % at 10 µM; 330,000 tested, 1.8% active;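 active = inhibition above about 50% at the single tested dose, limit read from the data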;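 also: plate controls were DMSO wells with enzyme for no effect and DMSO wells lacking enzyme for full effect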
SENP8 block-1: human SENP8 protease inhibitors, primary screen, biochemical, fluorescence, Nedd8 protein substrate, uHTS; 360,000 tested, 0.64% active; recombinant SENP8; inhibition, % at 20 µM; AID 602440, 2012; Sentrin-specific protease 8 (Homo sapiens), Q96LD8; in the data active = inhibition mostly above about 40%, no sharp cut-off; inactive = mostly below about 27%
SENP8 block-2: SENP8 protease inhibitors, primary screen, biochemical, luminescence; inhibition, % at 10 µM; purified SENP8, Z-RLRGG-aminoluciferin cleavage; Sentrin-specific protease 8 (Homo sapiens), Q96LD8; AID 2540, 2010; 330,000 tested, 1.2% active; in the data active = inhibition above about 50%
HKDC1 inh: HKDC1 hexokinase inhibitors, primary screen, biochemical, fluorescence, uHTS | 340,000 tested, 0.16% active | AID 493160, 2011 | inhibition, % at 20 µM | recombinant HKDC1, G6PDH/diaphorase resazurin coupled fluorescence;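 active = inhibition above about 35% when tested at 20 µM, limit read from the data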;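 also: plate controls were DMSO wells with enzyme for no effect and DMSO wells lacking enzyme for full effect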
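Assay system: in-house recombinant HK5 (HKDC1) enzyme. Input: HKDC1 at 5 µg/mL. Medium: Tris pH 8.0 buffer with MgCl2, Tween-20, BSA, BME. Dosing: single 20 µM dose. Schedule: 90 min reaction incubation at room temperature, dark. Signal: resazurin-to-resorufin fluorescence via G6PDH and diaphorase coupling, 525/613 nm. Controls: DMSO-enzyme wells negative, buffer-substituted wells positive.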
SENP1 inh: human SENP1 catalytic domain inhibitors, primary screen, biochemical, FRET, uHTS. 360,000 tested, 0.21% active. inhibition, % at 10 µM. recombinant SENP1 catalytic domain, CyPet-SUMO1-YPet FRET cleavage;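 active = inhibition at least 30% at 10 µM, raw YFP signal under a set limit, fluorescence ratio 0.5 to 1.5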;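 also: 0% = enzyme with DMSO and 100% = no enzyme wells; some results filed as inactive read as strong as hits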
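Controls: no-enzyme wells low, DMSO-plus-enzyme wells high control. Test system: human recombinant His6-tagged SENP1 catalytic domain enzyme. Reagent: SFCypet-SUMO1-SFYpet FRET protein substrate, 25 nM final. Doses: one dose per compound, 10 µM, 0.5% DMSO. Detection: FRET, CFP and YFP emission. Timing: 50 min reaction at room temperature.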
NLRP3 yeast inh: NALP3 inflammasome inhibitors in reconstituted yeast, primary screen, luminescence, uHTS. Yeast reconstituted NLRP3/ASC/caspase-1, beta-gal luminescence, 24 h. inhibition, % at 10 µM. 330,000 tested, 0.39% active;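 active = inhibition of 50% or more; inactive = inhibition below 50%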;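 also: plate controls were induced DMSO wells for no effect and uninduced yeast grown without galactose for full effect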
SENP7 inh: SENP7 protease inhibitors, primary screen, biochemical, luminescence, uHTS | recombinant SENP7, Z-RLRGG-aminoluciferin luminescence, 40 min | 330,000 tested, 1.5% active | Sentrin-specific protease 7 (Homo sapiens), Q9BQF6 | inhibition, % at 5 µM;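 active = inhibition above about 50% at the single test dose, limit read from the data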;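 also: plate controls were DMSO with enzyme for no effect and no enzyme buffer wells for full effect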
Apaf-1 inh: inhibitors of human Apaf-1 apoptosome, primary screen, biochemical, DEVD-Rh110 fluorescence, uHTS | Apoptotic protease-activating factor 1 (Homo sapiens), O14727 | reconstituted apoptosome caspase-3 activity | inhibition, % at 20 µM | 330,000 tested, 0.71% active; active = inhibition of at least 40% at 20 µM;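 also: plate controls were DMSO wells for no effect and DEVD-CHO caspase inhibitor wells for full effect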
Target sequence (O14727 whole entry, looked up): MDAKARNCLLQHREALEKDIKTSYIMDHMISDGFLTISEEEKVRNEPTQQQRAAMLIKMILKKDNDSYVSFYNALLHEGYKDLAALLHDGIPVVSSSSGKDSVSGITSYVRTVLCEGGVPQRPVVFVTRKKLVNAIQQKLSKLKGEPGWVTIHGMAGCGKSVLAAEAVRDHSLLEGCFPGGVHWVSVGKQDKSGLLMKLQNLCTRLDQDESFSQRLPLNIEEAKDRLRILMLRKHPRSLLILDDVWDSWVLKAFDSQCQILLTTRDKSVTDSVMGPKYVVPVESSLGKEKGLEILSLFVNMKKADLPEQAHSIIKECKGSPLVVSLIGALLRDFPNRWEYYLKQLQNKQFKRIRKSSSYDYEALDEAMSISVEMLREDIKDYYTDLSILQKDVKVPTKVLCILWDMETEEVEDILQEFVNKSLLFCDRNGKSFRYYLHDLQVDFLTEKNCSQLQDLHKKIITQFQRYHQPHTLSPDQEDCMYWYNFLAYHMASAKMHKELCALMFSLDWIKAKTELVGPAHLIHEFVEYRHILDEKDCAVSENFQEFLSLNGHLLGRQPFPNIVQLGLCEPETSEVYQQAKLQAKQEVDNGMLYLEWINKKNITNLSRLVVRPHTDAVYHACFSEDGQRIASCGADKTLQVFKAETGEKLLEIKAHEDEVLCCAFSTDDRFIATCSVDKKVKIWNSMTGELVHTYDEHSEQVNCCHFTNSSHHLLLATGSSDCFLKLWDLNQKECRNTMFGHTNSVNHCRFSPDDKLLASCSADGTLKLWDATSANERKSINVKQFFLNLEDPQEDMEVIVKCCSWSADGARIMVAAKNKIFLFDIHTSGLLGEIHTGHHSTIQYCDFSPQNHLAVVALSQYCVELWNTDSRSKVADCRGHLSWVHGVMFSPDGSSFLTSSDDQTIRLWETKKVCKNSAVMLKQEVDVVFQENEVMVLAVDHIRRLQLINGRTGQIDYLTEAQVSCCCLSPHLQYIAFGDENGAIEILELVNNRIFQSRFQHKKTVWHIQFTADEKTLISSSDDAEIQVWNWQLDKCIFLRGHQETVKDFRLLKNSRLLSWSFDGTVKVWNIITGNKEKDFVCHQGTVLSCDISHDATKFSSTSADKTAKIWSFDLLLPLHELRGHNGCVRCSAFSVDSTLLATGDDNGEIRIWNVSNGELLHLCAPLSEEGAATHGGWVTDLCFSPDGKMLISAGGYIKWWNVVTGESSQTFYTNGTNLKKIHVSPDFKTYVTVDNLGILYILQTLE
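Material: biochemical Apaf-1 apoptosome reconstitution. Medium: Hepes buffer, pH 7.5. Also added: cytochrome c activation, bis-DEVD rhodamine 110 substrate. Timing: 30 min compound preincubation, 50 min activation, room temperature. Measured by: rhodamine 110 fluorescence at Ex 480/Em 540 nm.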
PfG6PD inh: PfG6PD enzyme inhibitors, primary screen, biochemical, fluorescence intensity, uHTS; glucose-6-phosphate dehydrogenase-6-phosphogluconolactonase (Plasmodium falciparum 3D7); PfGluPho enzyme, NADPH resazurin-diaphorase fluorescence; inhibition, % at 20 µM; 350,000 tested, 0.78% active; AID 504690, 2011;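 active = inhibition reaching at least a set limit at 20 µM in the primary screen, cut at about 59% in these data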;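 also: 0% = DMSO wells with substrate and 100% = DMSO wells lacking glucose-6-phosphate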
Active calls of the source: *; · = not tested or not shown.

SMILES	SENP6 inh	SENP8 block-1	SENP8 block-2	HKDC1 inh	SENP1 inh	NLRP3 yeast inh	SENP7 inh	Apaf-1 inh	PfG6PD inh
COc1ccc2c(c1)OC[C@H]1[C@H]2N2C(=O)c3ccc(C)cc3NC(=O)[C@@]2(C)[C@H]1c1ccccc1	6.0	-13.2	2.2	-1.3	-0.2	15.2	-6.2	8.2	-12.5
O=C(Oc1cccc(C(=S)N2CCOCC2)c1)c1ccccc1	-1.7	9.2	3.2	-3.1	3.3	13.8	-6.3	5.2	31.1
O=C(Nc1nsc(-c2ccccc2)n1)c1cccs1	63.7*	-62.5	37.1	-1.4	2.3	54.4*	62.0*	8.6	8.1
COc1ccc(CCNC(=O)CN(Cc2ccc(Cl)cc2)S(C)(=O)=O)cc1	-7.6	10.2	-6.7	-5.9	3.1	3.1	7.7	-13.1	-0.3
Cc1nc(-c2ccc(Cl)cc2)sc1C1(C)CC(c2ccc(Cl)cc2)=NO1 (stereo unspecified)	-16.0	-31.9	-18.6	1.4	1.2	5.9	-9.3	8.9	9.2
Cc1cc(/C=C(\C#N)C(=O)NC2CCCCCC2)c(C)n1C	-14.4	-127.3	-13.5	1.6	2.0	-0.1	-11.6	1.8	-14.0
CC(C)NC(=O)COC(=O)C1CSC2(c3ccc(Br)cc3)CCC(=O)N12 (stereo unspecified)	-18.0	0.2	1.7	-7.4	-0.7	14.3	-0.8	-9.3	-14.9
Cc1cc(C)cc(NC(=O)/C=C/c2ccc([N+](=O)[O-])s2)c1	·	27.4	·	-10.6	-30.2	·	·	·	2.0
CC(C)OC(=O)CN1C(=O)C(C)(C)Oc2ccc(C(=O)NC3CC3)cc21	-12.5	30.7	-1.0	-9.9	1.8	-9.1	4.9	-9.0	2.6
CC(=O)c1cccc(S(=O)(=O)Nc2ccccc2N2CCOCC2)c1	-0.1	0.0	7.9	-3.2	2.5	13.4	-4.0	-10.0	22.1
CCOC(=O)C1=C(C)Nc2nc3ccccc3n2C1c1ccncc1 (stereo unspecified)	0.1	-64.1	-7.7	-3.0	0.2	1.6	-2.3	4.2	4.3
O=C(O)CC1S/C(=N/N=C/c2ccccn2)NC1=O (stereo unspecified)	3.4	10.1	3.6	-11.0	-2.2	1.8	4.0	-15.3	-13.6
O=C(CNC(=O)c1ccco1)Nc1ccc2c(c1)OCCO2	-8.7	0.6	-9.6	-0.5	-3.1	17.8	-1.7	-4.3	1.3
CC(=O)N1CC(c2ccccc2)C(c2ccc(Cl)cc2)=N1 (stereo unspecified)	-0.6	-5.5	-1.3	-5.2	-0.5	12.0	-9.5	18.7	11.1
Cc1cccc(C)c1NC(=O)C(c1ccccc1)N1CCN(C(=O)c2ccco2)CC1 (stereo unspecified)	-7.9	-10.4	-3.8	-7.4	-2.1	8.4	2.0	8.0	-8.2
Cc1cccc(C)c1NC(=O)c1cccc(N2C(=O)C3CCC(C)CC3C2=O)c1 (stereo unspecified)	0.2	6.0	-5.7	2.0	-0.1	24.8	1.3	10.1	-26.3
CCCN1C2=C(C(=O)CC(C)(C)C2)C(c2ccc(F)cc2)C2=C1c1ccccc1C2=O (stereo unspecified)	8.5	24.2	-2.3	-0.1	0.7	5.0	13.0	8.7	-8.6
Cc1cccc(Nc2nnc(SCC(=O)NC(=O)CN3CCCC3=O)s2)c1	9.4	8.2	3.2	4.3	0.1	22.2	8.9	-11.3	-5.1
O=C1CCc2cc(S(=O)(=O)Nc3ccccc3F)ccc2N1	6.1	6.2	3.1	-1.4	1.4	6.4	8.6	2.6	-6.7
CN(CC(=O)O)S(=O)(=O)c1ccc(F)cc1	-9.0	4.0	1.3	-0.8	2.6	5.7	-0.1	-21.0	-5.0
O=C1[C@@H]2CSCN2C(=O)CN1Cc1ccccc1F	-0.5	8.3	7.9	1.7	0.0	7.1	3.2	-0.2	-2.7
NC(=O)C1CCN(C(=O)CNC(=O)c2ccccc2)CC1	3.6	11.8	4.8	-9.5	1.2	4.7	1.5	-7.6	-5.3
Cc1cc(C)c(S(=O)(=O)c2ccccc2Cl)c(Cl)n1	-13.9	-8.0	-4.2	·	-1.4	15.7	-12.2	6.8	·
CCC(=O)n1nc(-c2ccc(Cl)cc2)nc1SC	-4.2	6.6	-13.4	-2.9	-1.6	9.1	-10.8	5.2	11.7
Cn1cc(CC(=O)N2CCN(c3ccc(Cl)cc3)CC2)c2ccccc21	3.7	10.3	-1.8	-1.0	-6.5	11.6	-1.1	10.3	16.1

Taken from above:
CC(C)NC(=O)COC(=O)C1CSC2(c3ccc(Br)cc3)CCC(=O)N12 (stereo unspecified) in SENP6 inh = -18.0
Cc1cccc(Nc2nnc(SCC(=O)NC(=O)CN3CCCC3=O)s2)c1 in SENP6 inh = 9.4
O=C(CNC(=O)c1ccco1)Nc1ccc2c(c1)OCCO2 in SENP8 block-2 = -9.6

Additional records
SMILES	SENP6 inh	SENP8 block-1	SENP8 block-2	HKDC1 inh	SENP1 inh	NLRP3 yeast inh	SENP7 inh	Apaf-1 inh	PfG6PD inh
C=CCNc1nc2ccccc2c(=O)[nH]1	9.7	-323.9	-1.2	-4.0	0.5	-7.9	-4.0	2.6	-3.8
O=C(CSc1ccc2ccccc2c1)NCc1cccs1	-26.1	2.7	-6.5	1.0	2.6	24.2	-1.4	10.7	-11.3
CCOC(=O)N1CCC(NC(=O)c2cc(C(=O)Nc3ccc(F)cc3F)ccc2CO)CC1	-1.7	13.7	-2.3	2.7	4.2	2.8	-6.2	4.3	-10.3
Cc1ccc(NC(=O)CCN2CCN(C)CC2)cc1	0.5	13.6	-12.5	-3.9	-0.1	17.8	8.9	2.4	-13.2
CC1CC(C)(C)CC2(C1)NC(=O)N(CC(=O)N1CCN(S(=O)(=O)c3cccc(F)c3)CC1)C2=O (stereo unspecified)	11.2	13.0	2.2	-3.1	-1.4	11.1	1.4	2.9	-9.7
O=C(Nc1ccc(C(=O)N2CCC(O)(c3ccc(Cl)c(C(F)(F)F)c3)CC2)cc1)c1ccc(Br)o1	-1.1	-0.2	-12.0	3.0	-3.0	9.9	-10.6	21.7	14.5
CCOC(=O)C(Cc1ccccc1)C(=O)Nc1ccc(NC(=O)C(Cc2ccccc2)C(=O)OCC)cc1 (stereo unspecified)	-16.6	0.7	-7.3	-9.3	2.8	-4.8	-4.3	-2.1	19.4
COC(=O)[C@@H](Cc1ccccc1)NC(=O)NCCc1ccc(OC)c(OC)c1	-2.0	14.5	1.7	2.7	0.7	-1.3	3.2	-2.2	-13.4
Cn1ccc(O)c(C#N)c1=O	4.5	29.2	-6.7	-7.3	2.4	3.8	-3.8	-2.7	2.2
Fc1ccc(CSc2nc3ccccc3[nH]2)c2ccccc12	-7.7	22.3	-17.3	0.9	-0.3	41.3	9.5	4.7	-1.6
Cc1ccc(NC(=S)NC(NC(=O)Cc2cccc3ccccc23)C(Cl)(Cl)Cl)cc1 (stereo unspecified)	-5.1	15.1	-7.1	-5.0	-0.2	11.7	5.4	0.0	-4.3
CC(CN(C)Cc1ccccc1)OC(=O)C1COc2ccccc2O1 (stereo unspecified)	-0.1	8.7	-1.4	-2.7	0.1	9.5	-6.0	-4.3	4.6
Cc1c(NC(=O)COC(=O)CCc2c[nH]c3ccccc23)c(=O)n(-c2ccccc2)n1C	-3.9	6.4	-7.7	-6.8	1.7	7.1	12.6	35.7	8.1
O=C(O)c1ccc(-n2cccc2/C=C2/SC(=O)N(CC(=O)N3CCCC3)C2=O)cc1	-72.0	5.0	-15.3	7.9	-5.9	13.0	-13.1	-1.4	12.5
C[C@@H]1CN(Cc2cn(C)nc2-c2cccc(Cl)c2)C[C@H](C)O1	5.8	13.2	-4.3	-11.9	2.4	11.1	3.6	0.3	2.1
O=C(NC1CCCC1)C1CC(=O)N(C2CCCCCCC2)C1 (stereo unspecified)	-7.0	8.3	2.4	-3.8	2.3	2.2	3.9	-7.0	5.9
O=C(CNC(=S)N(CCCN1CCOCC1)Cc1cccs1)NCCN1CCOCC1	2.6	23.2	3.2	-9.6	1.7	18.3	5.1	-10.5	-19.3
CSCC[C@H](NC(=O)OC(C)(C)C)c1nnc(SCc2ccc(F)cc2)o1	-5.9	13.7	0.0	-2.2	-0.4	28.7	6.0	3.7	7.8
COc1cc2c(cc1OC)CN(C(C)C(=O)N1CCc3ccccc31)CC2 (stereo unspecified)	2.1	-141.0	-6.5	-7.2	-42.9	4.2	1.5	-2.6	7.6
Cc1ncoc1C(=O)Nc1cccc(Cl)c1	50.2*	7.4	34.9	5.0	1.9	22.2	63.9*	-11.6	2.9
CC(C)C[C@@H](CN1CCC[C@@H]1CN1C(=O)C(=O)NC[C@@H]1Cc1ccccc1)N1C[C@H](Cc2ccc(O)cc2)N(CCc2ccccc2)C(=O)C1=O	·	12.0	·	10.0	1.4	·	·	·	-2.7
CC1CCc2c(sc3nc(CN4CCN(S(=O)(=O)c5ccccc5[N+](=O)[O-])CC4)[nH]c(=O)c23)C1 (stereo unspecified)	-22.1	-6.3	-12.7	19.0	1.7	0.5	-5.6	17.9	24.0
NS(=O)(=O)c1ccc(NS(=O)(=O)/C=C/c2ccccc2)cc1	-3.7	5.4	12.2	-13.5	-0.8	-12.6	3.1	-11.7	-21.4
O=C(Nc1ccccc1[N+](=O)[O-])C1C(c2ccccc2)=C1c1ccccc1	-3.6	31.2	-2.3	3.3	3.5	18.7	-2.5	10.4	-5.2
O=C(O)C1CCN(c2ccc(S(=O)(=O)N3CCOCC3)cc2[N+](=O)[O-])CC1	-5.7	10.2	-0.6	-1.9	2.2	4.7	6.6	6.6	4.9
CCOc1ccc(OCC)c(NC(=O)CSCC(=O)O)c1	-3.6	12.4	-1.6	2.4	0.1	18.1	10.0	7.4	-4.8
CN(CC(=O)Nc1ccc(F)cc1)CC(=O)N1CCc2ccccc21	-1.1	10.1	-2.3	-2.0	-0.9	20.9	-0.2	7.3	12.1
[O-]/[N+](=C\c1ccccc1)[C@@H]1CCCC[C@@H]1/[N+]([O-])=C/c1ccccc1	-18.4	8.6	-2.0	1.3	-2.2	4.7	-9.2	-5.2	-10.3
COC(=O)c1ccc(CSc2nc(-c3ccco3)cc(C(F)(F)F)n2)o1	3.7	-105.7	-3.0	2.4	-3.8	31.7	-4.5	8.4	8.1
